Screening data (PubChem BioAssay)
p-CIP stab down – compounds decreasing mouse p/CIP protein stability; Q05BA5; decrease of EGFP signal, % at 10 µM; AID 1984; 0.01% of 290,000 active; F442A p/CIP-EGFP cells, EGFP fluorescence, 16 h;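 active = EGFP signal decrease of at least 30% at 10 µM or well 3 SD below plate mean, unless failing retest; inactive = the rest, including hits failing retest or dose response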; also: some compounds called inactive have numbers as strong as hits; many of its hits are not listed in these tables
Target sequence (Q05BA5 1-1403): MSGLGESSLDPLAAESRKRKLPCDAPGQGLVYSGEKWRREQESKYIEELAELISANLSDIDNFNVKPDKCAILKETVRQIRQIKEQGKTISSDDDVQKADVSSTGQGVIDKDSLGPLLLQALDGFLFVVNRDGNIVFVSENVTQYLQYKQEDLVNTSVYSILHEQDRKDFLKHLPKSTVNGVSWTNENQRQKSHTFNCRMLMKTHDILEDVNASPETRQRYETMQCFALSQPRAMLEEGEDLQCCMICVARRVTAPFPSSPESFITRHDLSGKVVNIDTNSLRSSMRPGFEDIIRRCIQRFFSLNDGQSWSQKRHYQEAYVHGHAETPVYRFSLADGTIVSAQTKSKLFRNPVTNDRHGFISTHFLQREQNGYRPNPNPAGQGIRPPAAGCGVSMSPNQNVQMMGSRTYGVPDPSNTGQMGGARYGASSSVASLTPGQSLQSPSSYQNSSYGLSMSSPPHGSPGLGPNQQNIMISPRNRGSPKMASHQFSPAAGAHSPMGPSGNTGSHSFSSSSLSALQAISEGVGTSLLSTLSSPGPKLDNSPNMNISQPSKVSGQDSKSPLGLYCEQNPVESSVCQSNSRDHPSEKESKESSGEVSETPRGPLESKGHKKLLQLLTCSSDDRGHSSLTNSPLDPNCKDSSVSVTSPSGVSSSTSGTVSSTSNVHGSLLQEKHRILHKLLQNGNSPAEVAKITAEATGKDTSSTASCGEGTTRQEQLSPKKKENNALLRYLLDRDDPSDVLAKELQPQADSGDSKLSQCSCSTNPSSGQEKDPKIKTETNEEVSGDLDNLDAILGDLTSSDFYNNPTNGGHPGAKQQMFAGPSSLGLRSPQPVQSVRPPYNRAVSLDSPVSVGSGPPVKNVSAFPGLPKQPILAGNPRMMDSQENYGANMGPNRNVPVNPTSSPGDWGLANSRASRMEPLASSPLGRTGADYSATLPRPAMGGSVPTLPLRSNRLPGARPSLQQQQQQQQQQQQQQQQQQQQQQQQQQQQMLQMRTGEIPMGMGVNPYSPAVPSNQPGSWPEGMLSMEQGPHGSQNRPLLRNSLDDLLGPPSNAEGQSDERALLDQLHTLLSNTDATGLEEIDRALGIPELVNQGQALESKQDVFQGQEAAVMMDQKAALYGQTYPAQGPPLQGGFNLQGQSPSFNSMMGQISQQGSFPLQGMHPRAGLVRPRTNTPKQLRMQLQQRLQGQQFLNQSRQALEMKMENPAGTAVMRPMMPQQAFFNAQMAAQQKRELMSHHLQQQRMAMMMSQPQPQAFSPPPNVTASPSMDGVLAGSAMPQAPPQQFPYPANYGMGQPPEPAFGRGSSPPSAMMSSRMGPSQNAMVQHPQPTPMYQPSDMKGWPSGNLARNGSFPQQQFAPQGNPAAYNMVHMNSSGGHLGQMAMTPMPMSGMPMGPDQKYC
IDE cell inh – cellular human IDE inhibition; HEK cells, FAbetaB cleavage, fluorescence polarization; 0.41% of 320,000 active; AID 434962; inhibition, % at 5.59 µM; P14735;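 active = percent inhibition above the average of all tested compounds plus 3 SD, set per screening campaign, cut at about 16% in these data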;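 also: IDE supplied by intact live HEK cells; FP after avidin binding of uncleaved biotin substrate so inhibition keeps polarization high; 0% = DMSO wells and 100% = 60 µM reference IDE inhibitor Ii1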
SUMO HTRF inh – SUMOylation inhibition. P63279. HTRF SUMOylation assay, SAE1/SAE2 + UBC9, in vitro. AID 2006. inhibition, % at 35 µM. 0.36% of 290,000 active; in the data active = inhibition above about 50%, passing the limit was not always enough; also: strong numbers were not always called active
IDE act – boosts human insulin-degrading enzyme activity in HEK cells | P14735 | FAbeta-B cleavage, fluorescence polarization; 0% vehicle, 100% cell-free pure enzyme wells | activation, % at 5.96 µM | 0.073% of 340,000 active | AID 493087;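 active = activation above the mean of all tested compounds plus 3 SD, set per screening campaign, cut at about 17% in these data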
VIM-2 inhibitor – blocks Pseudomonas aeruginosa VIM-2 metallo-beta-lactamase. 0.89% of 290,000 active. inhibition, % at 5.6 µM. purified VIM-2, nitrocefin hydrolysis, epi-absorbance fluorescence;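 active = inhibition above the mean of all tested compounds plus 3 SD, cutoff set per screening run, cut at about 7.5% in these data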;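 also: red hydrolysis product quenches plate fluorescence so inhibitors raise well fluorescence; 0% = enzyme with DMSO and 100% = DMSO without enzyme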
M18AAP inhibitor – PfM18AAP enzyme inhibition; inhibition, % at 7.35 µM; 1.2% of 290,000 active; recombinant PfM18AAP, H-Glu-NHMec fluorogenic cleavage;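 active = inhibition above the campaign mean inhibition over all tested compounds plus 3 SD, cut at about 28% in these data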;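 also: 0% = plate median of test compound wells and 100% = 2 mM ZnCl2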
FID counter – displaces DNA intercalator in HCV helicase counter-screen; inhibition, % at 7.9 µM; 0.17% of 290,000 active; DNA fluorescent intercalator displacement, fluorescence; in the data active = inhibition above about 37%;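 also: 0% = vehicle and 100% = reference compound; higher means more ethidium bromide displaced from hairpin DNA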
NS3 helicase inh – blocks Hepatitis C virus NS3 helicase unwinding; NS3 helicase DNA unwinding, Cy5 molecular beacon fluorescence; inhibition, % at 10.9 µM; 0.56% of 290,000 active;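 active = inhibition above the mean of all tested compounds plus 3 SD, set per campaign, cut at about 35% in these data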;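 also: 0% = DMSO wells and 100% = thioflavine S control wells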
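Control set: DMSO versus 110 µM thioflavine S; Material: NS3 helicase fragment of HCV; Measured by: Cy5 fluorescence at 0 and 60 min, beacon hairpin quenching; Read-out basis: percent inhibition from t60/t0 fluorescence ratio; Times: reaction time 60 min, 25 °C; Repeats: single replicate; Compound dosing: single dose, 10.9 µM nominal final, DMSO 0.8% final.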
IMP-1 inhibitor – blocks Pseudomonas aeruginosa IMP-1 metallo-beta-lactamase; purified IMP-1, nitrocefin hydrolysis, epi-absorbance fluorescence; inhibition, % at 5.6 µM; 0.45% of 290,000 active; AID 1556;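 active = inhibition above the mean plus 3 SD of all compounds in the same screening run, cut at about 4.5% in these data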;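 also: 0% = IMP-1 with DMSO and 100% = DMSO wells lacking enzyme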
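System – purified recombinant IMP-1 beta-lactamase · Input – IMP-1 dispensed at 0.2 nM · Timing – 15 min preincubation plus 25 min reaction at 25 °C · Signal – Epi-absorbance fluorescence, 480 nm excitation, 530 nm emission · Measure – percent IMP-1 inhibition derived from blank-referenced optical density · Controls – Enzyme-plus-DMSO low control, enzyme-free DMSO high control · Replication – singlicate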
Starred values were filed as active, the others as inactive; x = not tested or not shown. The order is random; overall some 3.6% were active at least once.

SMILES	p-CIP stab down	IDE cell inh	SUMO HTRF inh	IDE act	VIM-2 inhibitor	M18AAP inhibitor	FID counter	NS3 helicase inh	IMP-1 inhibitor
O=C(N/C=C/c1ccco1)Nc1cccc(Cl)c1	-17	-2	14	x	-1.9	4	-6	15	-0.4
CCC1(C)Cc2ccccc2-c2nc(NCCCO)[nH]c(=O)c21 (configuration not stated)	6	10	32	3	-0.5	4	-15	-12	-1.9
Cc1nc(-c2cccc(NC(=O)c3cc4cc(Br)ccc4oc3=O)c2)cs1	-4	2	-6	3	1.4	0	4	8	-1.2
COC(=O)CC(c1ccc(F)cc1)n1c(C)ccc1C (configuration not stated)	-6	-1	12	7	-1.2	-12	-7	10	-2.9
O=C(O)CCCCCNS(=O)(=O)/C=C/c1ccccc1	0	-1	6	0	-2.8	0	7	-8	-2.6
Clc1ccc(N/N=C/c2cccnc2)cc1	4	5	-7	-1	-4.4	4	4	-10	-2.9
CC(C)c1ccc(N(CC(=O)NCc2ccco2)C(=O)CCC(=O)Nc2nccs2)cc1	-4	6	8	0	1.7	5	-45	22	-0.5
CCOC(=O)Cc1csc(NC(=O)CN2CCOCC2)n1	-1	2	12	3	-3.1	1	-8	4	-1.9
CCOC(=O)C1(CCCc2ccccc2)CCN(Cc2nccn2CC)CC1	-14	1	9	0	1.1	20	35	-22	0.1
O=C(C1CCN(S(=O)(=O)c2cc(Cl)ccc2Cl)CC1)N1CCOCC1	-21	2	9	2	0.4	-13	-17	9	-0.1
CCOc1ccccc1C(=O)NC1CC2CCCC(C1)N2Cc1ccccc1 (configuration not stated)	-13	-1	15	4	1.8	-7	13	2	-1.1
CCN(CC)CC#CCOC(c1ccccc1)c1ccccc1	-12	1	1	-2	-1.9	1	9	-4	-2.6
Cc1cc(NC(=O)CCC(=O)N(CC(=O)NC2CCCC2)Cc2cccs2)no1	-6	3	11	-1	-0.1	-4	-17	5	-3.1
CCOC(=O)C(C)Oc1cccc2c(=O)n(CC(=O)N3CCN(C(=O)OCC)CC3)ccc12 (configuration not stated)	-8	-1	-5	-2	-1.5	-8	-23	-4	-3.0
COc1ccc(CCNC(=O)CSCc2c(F)cccc2Cl)cc1OC	-5	3	-10	2	-2.3	-8	-29	1	-2.7
CC(C(=O)NCCC1=CCCCC1)c1ccc([N+](=O)[O-])cc1 (configuration not stated)	-4	-4	0	-2	-1.3	-2	6	-3	-1.9
Cc1c(Nc2ccc3nonc3c2[N+](=O)[O-])c(=O)n(-c2ccccc2)n1C	1	3	-2	0	-3.0	3	-4	-4	-1.9
Cc1nc(NC(=S)NC(=O)c2ccccc2)sc1C	1	-4	12	-5	-0.4	-9	-3	9	-1.0
CN1C(C(=O)NCC2CC2)CC2Cn3c(nc4cc(Cl)c(Cl)cc43)C21 (configuration not stated)	1	0	-2	-4	x	x	x	x	x
CCOC(=O)c1cnc(Nc2nc3ccccc3o2)nc1CSc1nnc(C)s1	x	0	x	1	-4.4	2	6	8	-7.0
Cc1cc(NC(=O)CN2C(=O)/C(=C/c3cccc(Br)c3)SC2=S)no1	-2	-3	-2	0	2.7	-7	0	5	-1.2
CC(C)=CC(=O)OCC(=O)Nc1cccc([N+](=O)[O-])c1	4	1	4	7	-2.3	10	4	-1	-2.3
CCCCCOc1ccc(N2C(=O)CC(N(O)c3ccccc3)C2=O)cc1 (configuration not stated)	4	8	-1	2	1.2	4	-12	45*	-5.6
O=C(Nc1ccc2c(c1)OCO2)C1CCN(Cc2cc3c(cc2O)OCO3)CC1	3	2	5	3	-2.1	22	-6	4	-6.5
O=C(O)C1C2C=CC(C2)C1C(=O)Nc1nccs1 (configuration not stated)	2	-2	-1	1	-3.3	9	-2	7	-3.4

Shown as a hit in NS3 helicase inh, of those listed so far:
molecule | p-CIP stab down | IDE cell inh | SUMO HTRF inh | IDE act | VIM-2 inhibitor | M18AAP inhibitor | NS3 helicase inh | IMP-1 inhibitor
CCCCCOc1ccc(N2C(=O)CC(N(O)c3ccccc3)C2=O)cc1 (configuration not stated) | 4 | 8 | -1 | 2 | 1.2 | 4 | 45* | -5.6

Further compounds follow.
SMILES	p-CIP stab down	IDE cell inh	SUMO HTRF inh	IDE act	VIM-2 inhibitor	M18AAP inhibitor	FID counter	NS3 helicase inh	IMP-1 inhibitor
Cc1cc(C)nc(SCCC(=O)N2CCOCC2)n1	-3	-7	-23	0	0.2	6	-2	-10	-1.5
COc1cccc(CN2CCC(Oc3ccc(C(=O)NCc4ccccn4)cc3)CC2)c1	-3	0	-5	3	-1.5	-2	0	-9	-0.3
COC(=O)c1sccc1NC(=O)Nc1cccc(OC)c1	-6	-4	3	2	0.8	-7	-9	-1	-0.1
O=P(COCCOCP(=O)(c1ccccc1)c1ccccc1)(c1ccccc1)c1ccccc1	2	2	19	3	-0.9	-2	-42	5	1.1
CC12CN3CC(C)(CN(C1)C3c1ccc(Br)cc1O)C2 (configuration not stated)	-2	-3	11	4	-2.1	6	2	-6	-4.2
CC(NC(=O)c1ccccc1)c1nc2ccccc2n1Cc1ccccc1F (configuration not stated)	-6	3	-6	x	-1.3	2	-32	8	-5.2
CCc1cc2ccccc2nc1Cl	4	7	-18	-4	-2.9	0	-1	-11	-1.7
O=C(O)c1ccccc1CSC1=NCCS1	1	5	21	-2	-2.2	-2	-17	-6	-3.9
CCOC(=O)c1c(NC(=O)CC2Nc3ccccc3NC2=O)sc(C)c1C (configuration not stated)	0	-7	-3	-1	-1.8	-2	-5	-17	-2.5
CNC(=O)N(O)C1N(/N=C/c2cccs2)C(=S)SC1(C)C (configuration not stated)	4	2	10	2	-0.4	-1	-5	9	-2.5
CCC(C)[C@H](NC(=O)NCc1ccco1)C(=O)OC (some centres not stated)	-15	0	1	6	-2.7	10	2	7	-2.7
C[C@H](N)C(=O)N1CCC(C(=O)N[C@@H](Cc2ccccc2)C(=O)Nc2ccc(F)cc2)CC1	3	-2	16	6	0.3	7	20	8	-0.5
Cc1cc(C)n(Cc2cc(C(=O)O)c3ccccc3n2)n1	-4	5	13	1	-1.8	-2	4	-5	-2.4
CC(=O)Nc1ccccc1NC(=O)C/C(C)=N/NC(=O)c1ccncc1	-1	1	-14	5	-4.6	14	-10	9	-2.8
COc1cc(OC)cc(C(=O)Nc2ccc(Nc3ccccc3)cc2)c1	-4	-2	1	0	-1.3	-8	-2	3	-2.3
O=C(CCNC(=O)Cn1ccc2ccccc2c1=O)NCc1ccc(F)cc1Cl	-4	-3	14	1	0.0	0	-3	4	-0.8
Cc1cccn2c(=O)c3cc(C(=O)NC4CCCC4)c(=N)n(CCCN4CCOCC4)c3nc12	-1	4	14	-1	3.1	9	41*	8	-3.2
CCn1c(-c2nn(C)c(C)c2Cl)n[nH]c1=S	-14	4	11	8	2.2	4	-6	11	-4.1
Nc1c(C(=O)Nc2ccccc2F)sc2nc(-c3ccco3)ccc12	-7	12	57*	-14	0.1	16	-16	59*	-1.2
Cc1ccc(F)cc1S(=O)(=O)NCc1ccc(N2CCN(C)CC2)cc1	-17	2	16	x	-0.3	-15	12	5	-3.2
O=C(COC(=O)c1ccc(S(=O)(=O)N2CCCC2)cc1)Nc1ccc(N2CCOCC2)cc1	10	1	4	x	0.8	-10	-5	-10	1.2
COc1ccc(-n2nnnc2SCC(N)=O)cc1	-1	7	7	2	0.1	-9	-2	-2	0.1
O=c1[nH]c2ccccc2c(O)c1Cc1ccccc1	-4	2	8	6	0.6	8	-2	2	-2.9
Cc1ccc(-n2nc(C)c3cc(C(=O)O)sc32)cc1	3	1	1	3	-1.5	-2	-10	17	-2.7
CCCn1c2ccccc2c2cnn(CC(=O)NC3CCN(Cc4ccccc4)CC3)c(=O)c21	-4	3	2	2	2.0	8	24	-22	-2.9
C/C(=N\N=C(N)N)c1ccc(Cl)cc1	-6	-2	17	2	0.7	-8	10	12	-1.9
CSCc1ccc(C(=O)N2CCCC(Nc3ccc(F)cc3)C2)o1 (configuration not stated)	-11	0	-17	3	-4.3	5	-23	4	-5.7
Cc1ccc(-c2ccc(=O)n(CC(=O)N3CCN(c4cccc(C)c4)C(C)C3)n2)cc1 (configuration not stated)	-16	-14	14	-1	-4.6	4	-35	-13	-2.2
Nc1ccc(Nc2nc(-c3cccs3)cs2)cc1	-7	2	7	2	-2.6	5	-3	-2	-1.9

Entries above with four or more nitrogen atoms:
SMILES	p-CIP stab down	IDE cell inh	SUMO HTRF inh	IDE act	VIM-2 inhibitor	M18AAP inhibitor	FID counter	NS3 helicase inh	IMP-1 inhibitor
CC(C)c1ccc(N(CC(=O)NCc2ccco2)C(=O)CCC(=O)Nc2nccs2)cc1	-4	6	8	0	1.7	5	-45	22	-0.5
Cc1cc(NC(=O)CCC(=O)N(CC(=O)NC2CCCC2)Cc2cccs2)no1	-6	3	11	-1	-0.1	-4	-17	5	-3.1
Cc1c(Nc2ccc3nonc3c2[N+](=O)[O-])c(=O)n(-c2ccccc2)n1C	1	3	-2	0	-3.0	3	-4	-4	-1.9
CN1C(C(=O)NCC2CC2)CC2Cn3c(nc4cc(Cl)c(Cl)cc43)C21 (configuration not stated)	1	0	-2	-4	x	x	x	x	x
CCOC(=O)c1cnc(Nc2nc3ccccc3o2)nc1CSc1nnc(C)s1	x	0	x	1	-4.4	2	6	8	-7.0
CNC(=O)N(O)C1N(/N=C/c2cccs2)C(=S)SC1(C)C (configuration not stated)	4	2	10	2	-0.4	-1	-5	9	-2.5
C[C@H](N)C(=O)N1CCC(C(=O)N[C@@H](Cc2ccccc2)C(=O)Nc2ccc(F)cc2)CC1	3	-2	16	6	0.3	7	20	8	-0.5
CC(=O)Nc1ccccc1NC(=O)C/C(C)=N/NC(=O)c1ccncc1	-1	1	-14	5	-4.6	14	-10	9	-2.8
Cc1cccn2c(=O)c3cc(C(=O)NC4CCCC4)c(=N)n(CCCN4CCOCC4)c3nc12	-1	4	14	-1	3.1	9	41*	8	-3.2
CCn1c(-c2nn(C)c(C)c2Cl)n[nH]c1=S	-14	4	11	8	2.2	4	-6	11	-4.1
COc1ccc(-n2nnnc2SCC(N)=O)cc1	-1	7	7	2	0.1	-9	-2	-2	0.1
CCCn1c2ccccc2c2cnn(CC(=O)NC3CCN(Cc4ccccc4)CC3)c(=O)c21	-4	3	2	2	2.0	8	24	-22	-2.9
C/C(=N\N=C(N)N)c1ccc(Cl)cc1	-6	-2	17	2	0.7	-8	10	12	-1.9
Cc1ccc(-c2ccc(=O)n(CC(=O)N3CCN(c4cccc(C)c4)C(C)C3)n2)cc1 (configuration not stated)	-16	-14	14	-1	-4.6	4	-35	-13	-2.2
